RmlCD inh 1536: M. tuberculosis RmlC/RmlD coupled enzyme inhibitors, primary screen, biochemical, compound mixtures, 384-well, from 1536-well plates | dTDP-4-dehydrorhamnose reductase (Mycobacterium tuberculosis (strain ATCC 25618 / H37Rv)) … | RmlC+RmlD coupled enzyme assay, percent inhibition; primary screen in compound mixtures | inhibition, % at 3.6 µM | 0.03% of 160,000 active | AID 1533, 2009; in the data active means inhibition mostly above about 34%, no sharp cut-off; further: some results filed as inactive read as strong as hits
Target sequence (P9WH09 whole entry, looked up): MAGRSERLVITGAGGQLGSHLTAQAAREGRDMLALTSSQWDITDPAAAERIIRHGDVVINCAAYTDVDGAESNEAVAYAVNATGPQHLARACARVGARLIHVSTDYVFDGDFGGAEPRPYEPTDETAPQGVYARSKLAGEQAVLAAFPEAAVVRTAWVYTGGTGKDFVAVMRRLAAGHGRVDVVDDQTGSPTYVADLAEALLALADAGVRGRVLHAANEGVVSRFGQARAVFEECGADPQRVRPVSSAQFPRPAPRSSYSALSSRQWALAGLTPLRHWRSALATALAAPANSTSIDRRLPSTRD
Target sequence (P9WH11 whole entry, looked up): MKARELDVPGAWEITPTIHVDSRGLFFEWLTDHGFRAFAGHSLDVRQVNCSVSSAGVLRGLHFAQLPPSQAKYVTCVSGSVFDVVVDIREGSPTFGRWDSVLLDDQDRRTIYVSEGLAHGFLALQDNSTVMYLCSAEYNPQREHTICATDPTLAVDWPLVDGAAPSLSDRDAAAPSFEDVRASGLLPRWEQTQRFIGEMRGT
GlmU inhibition: inhibition of mycobacterial GlmU enzyme – biochemical, glucosamine-1-phosphate acetyltransferase (AID 1376) | M. tuberculosis GlmU acetyltransferase enzyme assay; higher % means a stronger effect | 0.25% of 220,000 active | inhibition, %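 (tested at 30 µM in the primary screen)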, or IC50 in µM where a hit was titrated | Bifunctional protein GlmU (Mycobacterium tuberculosis (strain ATCC 25618 / H37Rv)); in the data active means inhibition above about 13%;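 further: 0% = complete reaction with vehicle and 100% = reaction without substrate; strong numbers were not always called active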
Active calls of the source: *; / = not tested or not shown.

SMILES	RmlCD inh 1536	GlmU inhibition
COc1ccc(NC(=O)CN(c2ccc(C)cc2)S(C)(=O)=O)c(OC)c1	4	1.4%
CC(=O)Nc1c(C(=O)N2CCN(c3ccccn3)CC2)cnn1-c1ccc(C)cc1	-4	5.4%
CC(C)[C@H](CO)Nc1nc(Nc2ccc(Cl)c(C(=O)O)c2)c2ncn(C(C)C)c2n1	/	0.5%
CCCN(CC1CC1)c1nc(C)nc(Nc2c(Cl)cc(Cl)cc2Cl)c1Cl	/	5.4%
O=C(O)c1cnc(-c2ccccc2)nc1Oc1ccccc1	/	-0.5%
CC(=O)c1csc(Nc2ccccc2Cl)n1	16	4.9%
Cc1ccc(CN2CCC(CO)(CC3CCCCO3)CC2)o1 (stereo unspecified)	-10	1.1%
COc1ccc(-c2nc(CS(=O)(=O)CC(=O)Nc3ccc(Cl)cc3)c(C)o2)cc1	-7	5.2%
CCSc1nnc(NC(=O)C2CC=CCC2C(=O)O)s1 (stereo unspecified)	-8	2.9%
O=C(Nc1cccc(F)c1)c1ccc(CSc2ccccc2)o1	19	2.7%
NC(=O)Cn1c(S(=O)(=O)Cc2ccccc2)nc2ccccc21	/	-1.3%
O=C1c2ccccc2C(O)(c2ccccc2)N1c1ccncc1 (stereo unspecified)	-12	-0.7%
CCOC(=O)CSc1nc2cc3c(cc2cc1C)OCO3	-2	-6.3%
CC1CCCN(C(=O)CCS(=O)(=O)Cc2ccccc2)C1 (stereo unspecified)	/	-3.5%
CCC1NC(=S)NC(C)=C1C(=O)c1ccccc1 (stereo unspecified)	7	-0.6%
CCCC(=O)Nc1c2c(nn1-c1ccc(C)cc1C)CSC2	-9	1.3%
CSc1ccc(CNc2ccc(C)cc2)cc1	0	-9.3%
COc1ccc(C(=O)Nc2ccc(-c3ccc(C)o3)cc2)cc1S(=O)(=O)N1CCOCC1	/	3.0%
CC(C)CC(OC(=O)c1cccs1)C(=O)NCc1cccs1 (stereo unspecified)	/	1.4%
COC(=O)CSc1nc(C)cc(C)n1	/	-1.3%
COc1ccccc1OCCSc1nnc(C)n1-c1ccccc1	-4	2.3%
CCOC(=O)N1CCN(C(=O)c2cnn3c(C)c(Cc4ccc(C)cc4)c(C)nc23)CC1	38	/
CCOc1cc(CNc2ccc3c(c2)CCC3)ccc1OC	11	-3.1%
CCOC(=O)c1c(N)nn(C(=O)C(C)C)c1-c1ccc(OC)cc1	-10	3.5%
COc1ccc(N=Cc2c(O)ccc3ccccc23)cc1	9	-0.2%
CC(=O)Nc1cnc2ccccc2n1	18	1.4%
CC(=O)c1c(N2CCOCC2)nc(=S)n(Cc2ccccc2)c1C	/	-0.1%
Cc1cc(C)n(C(=O)C(C)n2nc([N+](=O)[O-])c(Br)c2C)n1 (stereo unspecified)	12	-1.9%
CCn1c2ccccc2c2cc(CN3CCN(C(=O)c4ccco4)CC3)ccc21	/	6.8%
O=C(Nc1ccccc1)c1sc(N2CCOCC2)nc1-c1ccccc1	7	-5.8%
CC(c1ccc(F)cc1)n1c(-c2ccc3ccccc3n2)n[nH]c1=S (stereo unspecified)	/	1.0%
Cc1ccc(NCC(=O)N/N=C/c2cc(O)ccc2[N+](=O)[O-])cc1	-1	0.0%
Brc1ccc2ncnc(Nc3cccc4ccccc34)c2c1	-1	-1.9%
O=C(Oc1ccc(C(=S)N2CCOCC2)cc1Br)c1cc(Cl)ccc1Cl	/	3.7%
CCN(CC)c1ccc(/C=N/NC(=O)c2c(Cl)c(C)nn2C)cc1	-3	9.5%
Cc1[nH]c2ccccc2c1C(Nc1nccs1)c1ccncc1 (stereo unspecified)	69	3.5%
O=S(=O)(Nc1cc(C(F)(F)F)ccc1N1CCOCC1)c1ccccc1	/	5.3%
COc1cc(OC)c(NC(=O)/C=C/C(=O)O)cc1Cl	40	-5.5%
C/C(Cn1cnc([N+](=O)[O-])n1)=N\NC(=O)c1ccncc1	-10	3.0%
C=CCSc1nnc(NC(=O)CSc2ccccn2)s1	9	2.0%
COc1cccc(C(=O)Nc2nc(-c3ccc(S(=O)(=O)N4CCOCC4)cc3)cs2)c1	-10	0.2%
COc1cc(C(=O)N2CCC(NC(=O)C(Cc3ccccc3)NC(C)=O)CC2)cc(OC)c1OC (stereo unspecified)	/	-8.8%
CCOC(=O)c1cc2occc2n1CC(=O)NC1CCCCC1C (stereo unspecified)	-4	-0.3%
O=C(NCC(=O)N(Cc1ccco1)C(C(=O)NC1CCCCC1)c1ccncc1)c1cccs1 (stereo unspecified)	-5	7.7%
CCc1nnc(NS(=O)(=O)c2ccc(N3C(=O)c4ccccc4C3=O)cc2)s1	-11	3.0%
CCC(C)C(=O)Nc1cc(OC)c(OC)cc1C(=O)O (stereo unspecified)	2	2.1%
CCCOc1ccc(C(=O)Nc2ccc(Cl)cn2)cc1	/	-1.8%
O=C(COc1ccccc1)c1cn(CC(=O)N2CCOCC2)c2ccccc12	/	0.4%

5 of the compounds above, in markdown.
| structure | RmlCD inh 1536 | GlmU inhibition |
| --- | --- | --- |
| COc1cc(OC)c(NC(=O)/C=C/C(=O)O)cc1Cl | 40 | -5.5% |
| C/C(Cn1cnc([N+](=O)[O-])n1)=N\NC(=O)c1ccncc1 | -10 | 3.0% |
| C=CCSc1nnc(NC(=O)CSc2ccccn2)s1 | 9 | 2.0% |
| COc1cccc(C(=O)Nc2nc(-c3ccc(S(=O)(=O)N4CCOCC4)cc3)cs2)c1 | -10 | 0.2% |
| COc1cc(C(=O)N2CCC(NC(=O)C(Cc3ccccc3)NC(C)=O)CC2)cc(OC)c1OC (stereo unspecified) | / | -8.8% |

Next section:
SMILES	RmlCD inh 1536	GlmU inhibition
CC(=O)C1=C(C)OC(N)=C(C#N)C1c1cc([N+](=O)[O-])ccc1Cl (stereo unspecified)	-9	3.8%
CC(=O)O/N=C(\N)c1cnn2c(C(F)(F)F)cc(C(F)(F)F)nc12	1	2.4%
CCN1C[C@@]2(COC)C3[C@@H](OC)[C@H]4[C@@H]1[C@@]3(C1C[C@H]3[C@H](OC(=O)c5ccccc5)C1[C@]4(OC(C)=O)C[C@H]3OC)[C@@H](OC)C[C@H]2O (stereo partly specified)	/	-0.9%
Cc1ccc(C)c(S(=O)(=O)NC(Cc2c[nH]c3ccccc23)C(=O)O)c1 (stereo unspecified)	1	2.8%
Cc1ccc(N(C(=O)Cc2cccs2)C(C(=O)NC2CCCC2)c2ccncc2)cc1 (stereo unspecified)	-10	3.4%
c1ccc(Cn2cnc3ccccc32)cc1	/	-1.0%
CCCCOc1ccc(CSCCN=C(N)N)cc1	-3	-4.3%
COc1ccc(OC)c(C2C3=C(CCCC3=O)Nc3nnnn32)c1 (stereo unspecified)	/	-0.1%
O=C(c1cc(-c2ccc3c(c2)OCO3)on1)N1CCN(c2ccc(F)cc2)CC1	/	1.4%
O=C(Nc1cc(S(=O)(=O)N2CCOCC2)ccc1N1CCOCC1)c1ccc(S(=O)(=O)N2CCCCC2)cc1	15	-4.9%
O=C(Nc1ccc(Cl)cc1)O/N=C(\c1ccccc1)c1ccccn1	-17	0.7%
Cc1c(Cl)cccc1NC(=O)COC(=O)CN1C(=O)NC(C)(C)C1=O	/	3.7%

In another format: results already given.
compound | RmlCD inh 1536 | GlmU inhibition
CC(=O)c1c(N2CCOCC2)nc(=S)n(Cc2ccccc2)c1C | / | -0.1%
Cc1cc(C)n(C(=O)C(C)n2nc([N+](=O)[O-])c(Br)c2C)n1 (stereo unspecified) | 12 | -1.9%

4 of these compounds, reformatted.
> CCCCOc1ccc(CSCCN=C(N)N)cc1
  RmlCD inh 1536: -3	GlmU inhibition: -4.3%
> COc1ccc(OC)c(C2C3=C(CCCC3=O)Nc3nnnn32)c1 (stereo unspecified)
  RmlCD inh 1536: /	GlmU inhibition: -0.1%
> O=C(c1cc(-c2ccc3c(c2)OCO3)on1)N1CCN(c2ccc(F)cc2)CC1
  RmlCD inh 1536: /	GlmU inhibition: 1.4%
> O=C(Nc1cc(S(=O)(=O)N2CCOCC2)ccc1N1CCOCC1)c1ccc(S(=O)(=O)N2CCCCC2)cc1
  RmlCD inh 1536: 15	GlmU inhibition: -4.9%

Remaining list, next part
SMILES	RmlCD inh 1536	GlmU inhibition
CC1CC(CCC(=O)NC(=S)Nc2ccc(Cl)cn2)C(=O)O1 (stereo unspecified)	/	-16%
O=C(NCCN1CCOCC1)NC1(C(F)(F)F)Oc2ccccc2O1	9	1.8%
CC(OC(=O)c1ccncc1)C(=O)Nc1ccc([N+](=O)[O-])cc1Cl (stereo unspecified)	/	-1.2%
O=C(CCN1CCCCC1)c1ccc2c(c1)OCO2	-5	-1.4%
COc1ccc(S(=O)(=O)N2CCCCC2)cc1C(C)C	1	4.7%
Clc1cc(Cl)cc(Nc2ncnc(-n3cccc3)n2)c1	4	-0.1%
O=C(Cn1nnc(-c2ccc(NC(=O)c3ccccc3F)cc2)n1)NCc1ccc(F)cc1	-4	-1.4%
Cc1nn(C(=O)CNS(=O)(=O)c2ccccc2)c(C)c1Sc1ccc(Cl)cc1	7	0.0%
CC(C)CN(C(=O)COC(=O)C1c2ccccc2Oc2ccccc21)C1CCS(=O)(=O)C1 (stereo unspecified)	/	1.4%
O=c1[nH]c(=O)n(Cc2ccc(F)cc2)c(O)c1C=NCc1cccnc1	/	-1.7%
COc1ccc(N2CCN(Cc3nc4ccccc4c(=O)[nH]3)CC2)cc1	-6	4.2%
CCCCC(CC)C1OCC(CN2CCCCC2)O1 (stereo unspecified)	-13	7.5%
CC(C)c1ccc(S(=O)(=O)c2nnn3c2nc(N2CCCCC2)c2ccccc23)cc1	3	-5.0%
COc1ccc(S(=O)(=O)NCCc2nnc3ccc(SCC(=O)Nc4nc(C)cs4)nn23)cc1	-9	0.6%
O=C(Nc1ccon1)c1sc2cc(F)ccc2c1Cl	/	-1.7%
O=C(Cc1c[nH]c2ccccc12)NC1(C(=O)NC2CCCC2)CCCCC1	2	4.3%
CCOc1ccc(C(=O)Nc2cccc(C(=O)O)c2)cc1Cl	-5	0.4%
O=C1[C@@H]2[C@H]3CC[C@H](C3)[C@@H]2C(=O)N1O	-5	4.3%
C/C=N/NC(=O)c1cc(Br)ccc1O	16	-7.3%
CCOC(=O)N1CCC(NC(=O)c2cc(S(=O)(=O)N3CCC4(CC3)OCCO4)ccc2F)CC1	-7	-0.1%
COc1ccc(/C=N/NC(=O)c2cccc(O)c2)cc1Cn1nc(C)c([N+](=O)[O-])c1C	/	-3.7%
CCOc1cc(C2C(C(=O)OC)=C(C)N=C3SCCC(=O)N32)ccc1OC(C)=O (stereo unspecified)	-4	4.7%
CCS(=O)(=O)c1ccc(N)cc1	12	2.8%
CC(C)CNC(=O)c1ccccc1NC(=O)c1ccc(CN2CCOCC2)cc1	5	-1.3%
CCc1nnc(NC(=O)CCN2C(=O)CCC2=O)s1	/	0.6%
CCOC(=O)N1CCN(C(=O)COc2ccc(Br)cc2Cl)CC1	/	8.1%
COc1ccc(CNC(=O)CSc2nnnn2C)cc1OC	8	-3.5%
CC(NC(=O)Cc1ccc(-c2ccccc2)cc1)c1ccccc1 (stereo unspecified)	4	12%
Cn1cc(/C=C2\SC(=S)N(NC(=O)c3ccccc3Cl)C2=O)c2ccccc21	7	3.6%
COc1cc(/C=N/NC(N)=O)ccc1OCC(=O)N1C(C)CCCC1C (stereo unspecified)	2	1.6%
CC1CCN(S(=O)(=O)c2ccc3[nH]c(=O)c(=O)[nH]c3c2)CC1	/	0.3%
CCOC(=O)c1nc(C)nc(Sc2n[nH]c(-c3cc(C(F)(F)F)cc(C(F)(F)F)c3)n2)c1C	-27	6.5%
Cc1ccc(SCC(=O)N2N=CCC2c2ccccc2)cc1 (stereo unspecified)	-11	-1.0%
CC1=C(C(=O)Nc2ccc(C)cc2C)C(c2ccc(Cl)cc2)n2nc(C(=O)OC(C)C)nc2N1 (stereo unspecified)	-13	2.4%
COc1ccccc1OCC(O)Cn1c(=N)n(Cc2ccccc2)c2ccccc21 (stereo unspecified)	6	-4.4%
Cc1[nH]nc2c1C(c1cccnc1)N(c1ccc(Br)cc1)C2=O (stereo unspecified)	/	-1.0%

Overlap with the part before: three compounds, followed by the next part.
SMILES	RmlCD inh 1536	GlmU inhibition
CC1=C(C(=O)Nc2ccc(C)cc2C)C(c2ccc(Cl)cc2)n2nc(C(=O)OC(C)C)nc2N1 (stereo unspecified)	-13	2.4%
COc1ccccc1OCC(O)Cn1c(=N)n(Cc2ccccc2)c2ccccc21 (stereo unspecified)	6	-4.4%
Cc1[nH]nc2c1C(c1cccnc1)N(c1ccc(Br)cc1)C2=O (stereo unspecified)	/	-1.0%
Nc1nc(SCc2ccccc2)[nH]c(=O)c1-c1ccccc1	4	4.0%
COc1ccc(N(C(=O)C(C)C)S(=O)(=O)c2ccc(Cl)cc2)cc1	/	10%
O=C(Nc1ccccc1C(=O)N1CCN(c2ccccc2)CC1)c1ccco1	-6	1.6%
CCn1cc([N+](=O)[O-])c(C(=O)N2CCN(C(=O)c3ccco3)CC2)n1	-1	1.4%
Cn1c(O)c(C(=O)c2ccccc2Cl)c(=O)n(C)c1=O	/	2.8%
CC1CC(C)CN(c2nc3c(c(=O)n(C)c(=O)n3C)n2C)C1 (stereo unspecified)	17	0.1%
CC(=O)Nc1ccc(Oc2cnc3ccccc3n2)cc1	11	3.6%
CCOC(=O)C1CCCN(C(=O)CSc2ccc(Br)cc2)C1 (stereo unspecified)	2	-5.5%
Cc1cccc(N2C(=O)NC(=O)/C(=C\C=C\c3ccco3)C2=O)c1	9	-3.5%
CCNc1nc(NCC)nc(SCC(C)=O)n1	-9	1.6%
CC(C)CCNC(=O)C1CCCN(S(=O)(=O)c2ccc(F)cc2)C1 (stereo unspecified)	/	-9.9%
C=C(C)Cn1c(SCC)nc2ccccc2c1=O	21	-0.5%

An excerpt. The share of hits here may be higher or lower than overall.
